# Assay outcomes from PubChem.
# TCR activator: Activators of T cell receptors: qHTS campaign. primary human leukocytes, anti-CD3, IL-2 HTRF, 48 h. Potency, µM (titrated, usually from 9.22 µM), for inactives: at the top dose activation of IL-2 secretion, hits mostly activators. 330,000 tested, under 10 active; further: % of control where 0% means no effect
#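 Readout: HTRF IL-2, Eu-cryptate/d2 antibody pair, 320nm excitation, 665nm emission. Stimulus: a-CD3 beads, no co-stimulation. Cells: primary human leukocytes. Exposure: 48 hr with compound.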
# PTAP TSG101 blk: qHTS Assay for Iinhibitors of HIV-1 Budding by Blocking the Interaction of PTAP/TSG101 | Tumor susceptibility gene 101 protein (Homo sapiens), Q99816 | 340,000 tested, under 10 active | Potency, µM (top dose mostly 115 µM), for inactives: at the top dose activity change, negative = inhibition, hits mostly inhibitors | Fluorescence polarization, FITC-PTAP peptide / Tsg101 binding | AID 493005, 2010; active means well fitted inhibition curve with a large enough effect in the main read-out, with a control signal flat, not every such curve was filed as active; inconclusive means small, poorly fitted or top-dose-only effect, or effect the other way, or a change in a side signal; inactive means no such curve, though single readings can be large or run the other way; further: potency means the concentration at half of the fitted maximal effect; % of control where 0% means no effect
#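 Tsg101 binding domain (10 uM final) was mixed with compound and a FITC-labeled PTAP peptide (50 nM final) in HEPES pH 7.5 buffer with NaCl, Tween 20, EDTA and TCEP; fluorescence polarization was read after 20 min at r.t.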
# A-T KAP1 phos: qHTS Assay for Identifying a Potential Treatment of Ataxia-Telangiectasia; 320,000 compounds, 0.19% hits; […] A-T fibroblasts, KAP-1 phosphorylation AlphaLISA; neocarzinostatin DNA damage 30 min before lysis; Potency, µM (doses to about 57.5 µM), inactives show at the top dose activation, usual class: activators; further: potency means the concentration at half of the fitted maximal effect; % of control where 0% means no effect; nearly all actives have a fitted effect of over 45% in size
#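 hTERT-immortalized A-T patient fibroblasts ([…]), 500 cells/well in OPTI-MEM, 1% FBS, got compounds for 60 min, then NCS for 30 min at 37C. Lysates were then assayed for phospho-KAP-1 by AlphaLISA (anti-pKAP1 donor, anti-KAP1 acceptor beads), 6 hr at 25C.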
# TRPV1 agonist: HTS Assay for Compounds that Act as Agonists of the Vanilloid Receptor 1 | 320,000 compounds, 0.19% hits | Transient receptor potential cation channel subfamily V member 1 (Homo sapiens), Q8NER1 | TRPV1-expressing cells, Fluo-8 calcium influx, agonist mode | activation, % at 8.33 µM; in the data active means activation above about 80%; inconclusive means between about 30% and that limit; further: 0% is about no effect
#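 Fluo-8 calcium influx in TRPV1-expressing cells, kinetic read (ex 480/em 520 nm). Compound added and read 3 min for agonist activity, followed by capsaicin at EC20 final and 2 min further read for enhancement.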
# CXXC DNA block: qHTS Fluorescence Polarization Assay for Inhibitors of MLL CXXC domain - DNA interaction; Histone-lysine N-methyltransferase 2A (Homo sapiens), Q03164; MLL-CXXC / FITC-HOXA9 DNA fluorescence polarization; Potency, µM (top dose mostly 115 µM), for the others: at the top dose activity change, negative = inhibition, hits mostly inhibitors; 290,000 compounds, 0.037% hits; active means well fitted inhibition curve with a large enough effect in the polarisation, with a control signal flat, not every such curve was filed as active; inconclusive means small, poorly fitted or top-dose-only effect, or effect the other way, or a change in a side signal; inactive means no such curve, though single readings can be large or run the other way; the % refers to the polarisation; further: potency means the concentration at half of the fitted maximal effect
#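 Steps: dispense CXXC domain solution (7 uM) → pin compounds or unlabeled HOX-A9 DNA control → 5 min ambient → add FLSN-HOX-A9 solution (50 nM) → spin → 30 min ambient → fluorescence polarization. Tris pH 7.5/NaCl/DTT/BSA buffer.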
# a7 integrin act: qHTS for Activators of Integrin-Mediated Alleviation for Muscular Dystrophy; AID 624291, 2012; 350,000 compounds, 0.064% hits; Potency, µM (highest dose often 38.3 µM), inactives show at the top dose activation, actives largely listed as activators; alpha7betagal myoblasts, beta-gal FDG fluorescence, 48 h;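 further: potency means the concentration at half of the fitted maximal effect; 100% = response of the positive control SU9516; nearly all actives have a fitted effect of over 60% in size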
#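 alpha7betagal+/- myoblasts (passage 13, 250/well) treated 48 h at 37C with compounds at 1:260 dilution of DMSO stock. Lysed, then beta-galactosidase activity read as FDG fluorescence (ex 480/em 540) after 30 min, with pre-read for autofluorescence.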
# B2AR arrestin: qHTS assay of beta-arrestin-biased ligands of beta2-adrenergic receptor; Beta-2 adrenergic receptor (Homo sapiens), P07550; beta-arrestin recruitment to beta2AR, cell-based reporter; Potency, µM (titrated, usually from 46.1 µM), for inactives: at the highest dose activation, actives largely listed as activators; 330,000 compounds, 0.02% hits; AID 492947, 2010;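 further: potency means the concentration at half of the fitted maximal effect; 0% = DMSO controls and full agonism = EC100 isoproterenol or metaproterenol; nearly all actives have a fitted effect of over 65% in size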
# BRCA1 expr up: qHTS Assay to Identify Small Molecule Activators of BRCA1 Expression | MCF7-BRCA1-FFLuc reporter, luminescence, 48 h; response scale: scaled: vehicle 0%, 10 µM genistein 100% | Potency, µM (highest dose often 46.1 µM), for the others: at the top dose activation, usual class: activators | 380,000 compounds, 1.1% hits | AID 624202, 2012; further: potency means the concentration at half of the fitted maximal effect; nearly all actives have a fitted effect of over 80% in size; some results filed as inactive show a strong effect at the top dose
#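 Using MCF7 cells harboring a BRCA1 firefly luciferase reporter, plated 2 h before compound pinning, the screen measured luminescence after 48 h incubation. Responses were normalized to DMSO and 10 microM genistein, then fitted for concentration-effect.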
# ELG1 DNA repair: qHTS screen for small molecules that inhibit ELG1-dependent DNA repair in human embryonic kidney (HEK293T) cells expressing luciferase-tagged ELG1. HEK293T ELG1-luciferase reporter, luminescence, 16 h; DNA damage induced by 5-fluorouridine. Potency, µM (doses to about 46.1 µM), for inactives: at the highest dose activity change, negative = inhibition, hits mostly inhibitors. 330,000 compounds, 2.3% hits. AID 504467, 2011; further: potency means the concentration at half of the fitted maximal effect; on the % scale 0 is the no-effect control and ±100 the full control effect; nearly all actives have a fitted effect of over 55% in size
#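 Step one: seed 2,000 cells per well. Step two: pin-transfer compound or DMSO alongside 5-fluorouridine. Step three: incubate 16 hr, 37 °C, 5% CO2. Step four: add ONE-Glo, wait 30 min, read luminescence.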
# p53 reactivator: qHTS assay for re-activators of p53 using a Luc reporter | H1299 p53-A138V BP100-luciferase reporter, luminescence, 24 h | Potency, µM (doses to about 92.2 µM), inactives show at the highest dose activity change, positive = activation, most hits filed as activators | 320,000 compounds, 0.063% hits | AID 504706, 2011; further: potency means the concentration at half of the fitted maximal effect; % of control where 0% means no effect; nearly all actives have a fitted effect of over 45% in size
#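 H1299 (p53-null), stable ts p53-A138V + BP100-Luc; 1000 cells/well, Opti-MEM/10% FBS; cpd 4 pt, 1:5; 24 h, 37 deg C, 5% CO2; detection reagent 10 min RT; luminescence.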
# Starred values were filed as active, the others as inactive; ? = inconclusive; · = not tested or not shown; [ ] = dose if it differs, or a comment. Unless noted, the call rests on the fitted dose curve; in most records, active means well fitted curve in the direction sought with a large enough effect; inconclusive means small, poorly fitted or top-dose-only effect, or another doubt; inactive means no such curve, though single readings can be large; an effect the other way counts as inactive or inconclusive.
SMILES,TCR activator,PTAP TSG101 blk,A-T KAP1 phos,TRPV1 agonist,CXXC DNA block,a7 integrin act,B2AR arrestin,BRCA1 expr up,ELG1 DNA repair,p53 reactivator
Cc1ccc(NS(=O)(=O)c2ccc(NC(=O)N3CCCCC3)cc2)cc1,3.9%,-1.3%,-4.3%,6.0,?,-51.2%[inhibitor],-1.0%,-21.1%,?,-14.9%
FC(F)(F)Oc1ccc(NC(=S)Nc2ccc(OC(F)(F)F)cc2)cc1,-0.8%,1.8%,18.0%,0.5,-2.6%,-34.7%,0.6%,-50.6%,?,1.8%
C=C1C(C(=O)Nc2ccccc2)C1C(=O)Nc1ccccc1 (stereo not given),-4.7%,-6.3%,5.6%,-2.5,-2.5%,7.4%,-1.0%,-5.5%,3.5%,-1.9%
COCCNC(=O)COc1ccccc1Cl,4.4%,-3.1%,14.6%,-1.3,-0.8%,-9.5%,0.2%,13.5%,28.3%,3.5%
Cc1cc(C)c2c(c1)SC1=NC(c3ccccc3)(C(F)(F)F)NC(=O)N12 (stereo not given),-0.4%,-4.8%,0.2%,-1.0,5.2%,9.5%,-0.8%,7.5%,?,13.7%
O=C(CN1c2cccc3cccc(c23)S1(=O)=O)Nc1ccccc1Br,-1.1%,1.2%,10.9%,·,·,-19.5%,0.4%,-32.5%,?,-1.1%
CC(=O)c1cccc(NC2c3ccccc3C(=O)N2Cc2ccc3c(c2)OCO3)c1 (stereo not given),1.6%[46.1 µM],-0.9%,5.7%,?,1.0%,20.0%,0.2%,1.0%,?,-3.2%
COc1ccccc1/C=C1\N=C(C(C)(C)C)OC1=O,5.2%,-1.2%,2.6%,21.2,-5.4%,-12.0%,-0.5%,-15.2%,9.0%,-3.1%
CS(=O)(=O)N(CC(=O)N1CCOCC1)Cc1ccccc1,4.7%,-3.2%,1.5%,1.4,-9.3%,-0.7%,0.0%,2.5%,19.2%,2.7%
COC(=O)C(CC(=O)c1ccc(Br)cc1)n1ccnc1 (stereo not given),·,·,-14.9%,14.6,-8.3%,·,-0.4%,-16.6%,?,-44.3%[inhibitor]
CN(C)CCN=Cc1c(O)n(-c2ccc(S(=O)(=O)N3CCOCC3)cc2)c(=O)c2ccccc12,-3.0%,-9.4%,-6.8%,1.9,·,0.0%,0.2%,20.9%,10.6%,1.6%
CNC(=O)c1ccsc1NC(=O)C1CCCN1S(=O)(=O)c1cccs1 (stereo not given),4.4%,-6.2%,2.0%,1.0,·,-2.1%,-0.2%,12.9%,-5.3%,-9.0%
CC(=O)NCCc1nc2cc(NC(=O)c3ccc(F)cc3)ccc2n1C,-44.5%,-0.4%,-5.0%,0.4,14.3%,26.3%,0.0%,-34.8%,?,28.9%
CCC(C)[C@H](NC(=O)[C@@H]1Cc2c([nH]c3ccccc23)C2c3ccccc3C(=O)N21)C(=O)NCC1CCCO1 (stereo not given in full),8.7%,-6.8%,1.9%,-1.8,-4.5%,-5.2%,-0.2%,-24.2%,-0.1%,·
CCN(CC)C(=O)CSc1nnc(-c2ccc(S(=O)(=O)N3CCCC3)cc2)o1,-0.1%,0.4%,-9.1%,-0.7,-1.9%,7.5%,0.0%,3.9%,-7.8%,-1.1%
CC(C)N1CCC(=NNC(=O)c2cccs2)CC1,2.1%,-2.4%,18.3%,1.6,-5.6%,16.3%,0.2%,8.91µM*,4.6%,?
COc1cc2c(cc1OC)C(c1cc3cccc(C)c3[nH]c1=O)N(C(=O)c1ccco1)CC2 (stereo not given),·,·,-2.1%,2.8,19.6%,·,-1.1%,·,-21.5%,-8.9%
CC(C)OCc1ccc(C(=O)N2CCN(CC(=O)N3CCCC3)CC2)cc1,-2.8%,-1.9%,-6.1%,·,·,18.5%,-0.2%,-0.7%,7.4%,5.8%
CCCC(CCC)C(=O)Oc1cc(C)[nH]c(=O)c1[N+](=O)[O-],-2.1%,-3.2%,-1.6%,0.3,4.4%,0.8%,0.1%,13.9%,-17.3%,-2.9%
CC(C)(C)c1ccc(OCC(=O)N/N=C/C2CC=CCC2)cc1 (stereo not given),-6.2%,-0.4%,2.5%,?,-9.2%,13.4%,0.4%,-3.8%,-4.4%,9.4%
CC(C)OCCCNC(=O)c1ccc(NC(=O)C2=CSCCO2)cc1,5.0%,-4.3%,4.9%,14.4,0.7%,4.2%,0.3%,0.0%,15.2%,1.7%
COCCN(CC(=O)Nc1ccc(F)cc1)S(=O)(=O)c1ccc(S(=O)(=O)N2CCCC2)cc1,5.4%,-2.2%,-1.4%,17.0,-4.1%,10.3%,-0.5%,-4.3%,18.0%,-14.4%
Clc1nc2ccccc2nc1-c1ccccc1,-7.3%,-5.7%,0.0%,-2.1,-4.8%,10.6%,-0.8%,-2.2%,?,2.0%
COCCN(C(=O)c1cc(-c2ccc(F)cc2)nc2ccccc12)c1c(N)n(CC(C)C)c(=O)[nH]c1=O,-7.9%,-1.6%,·,·,·,?,·,-28.0%,·,·
Cc1ccc(-n2ncc3c(=O)n(Cc4ccccn4)cnc32)cc1C,-2.0%,-8.4%,13.2%,0.7,-2.5%,-7.4%,-0.2%,70.6%,?,9.4%
SMILES,TCR activator,PTAP TSG101 blk,A-T KAP1 phos,TRPV1 agonist,CXXC DNA block,a7 integrin act,B2AR arrestin,BRCA1 expr up,ELG1 DNA repair,p53 reactivator
CCc1cc(=O)oc2cc(C)cc(OCC(=O)NC(Cc3ccc(Cl)cc3)C(=O)O)c12 (stereo not given),-1.3%,0.9%,7.2%,1.6,16.5%,28.4%,-0.9%,30.2%,12.6%,12.6%
CC(=O)Nc1cccc(NC(=O)c2c(-c3ccccc3)noc2C)c1,-0.5%,-3.5%,0.6%,0.3,8.1%,12.3%,-0.2%,-18.1%,-14.0%,-5.4%
COC(=O)C(O)(CC(=O)Nc1cc(OC)c(OC)c(OC)c1)C(F)(F)F (stereo not given),-8.5%[46.1 µM],-2.7%,·,-0.9,-9.4%,16.8%,-0.3%,17.4%,?,-5.3%
CCOc1ccc(C(C)NC(=O)c2cc(=O)[nH]c3ccccc23)cc1OCC (stereo not given),4.3%,-1.1%,1.2%,0.1,1.4%,-3.9%,0.2%,-27.3%,0.2%,-3.7%
CCOc1cc(CO)cc(Br)c1OCC(N)=O,2.1%,-2.0%,1.2%,0.6,-15.5%,4.0%,-0.2%,-19.9%,1.0%,-4.4%
COc1ccc(Cl)cc1NC(=O)CN(C)C(=O)C1CC1,-1.2%[46.1 µM],-3.2%,-2.3%,·,·,14.7%,-0.1%,-8.0%,12.2%,-3.2%
COc1cc(OC)c(OC)cc1/C=N/NC(=O)CC1C(=O)NN=C1C (stereo not given),-4.0%,-3.9%,3.1%,3.3,-2.3%,8.4%,-0.2%,13.3%,-1.7%,-4.5%
O=C(CSCCO)Nc1nccs1,3.1%,1.5%,0.4%,0.2,-0.1%,2.1%,0.4%,-2.9%,-0.7%,4.9%
Cc1ccc(C)c(Nc2nc(-c3cccnc3)cs2)c1,-2.6%,-0.6%,23.3%,4.9,3.3%,0.0%,-0.8%,?,24.0%,11.6%
O=C(c1cc(COc2ccc(F)cc2Cl)on1)N1CCSCC1,8.6%,-5.1%,-1.2%,?,10.3%,?,0.0%,6.31µM*,?,?
COc1ccc(-c2onc3ccc(C(=O)/C=C/N(C)C)cc23)cc1,-11.2%,?,-3.3%,-0.1,?,0.0%,-1.0%,-51.3%,-11.1%,-3.6%
CCCCC(CC)CO (stereo not given),3.4%,-8.3%,1.3%,·,·,1.5%,-1.3%,13.3%,-12.1%,-3.1%
Cc1occc(=O)c1OCc1c(Cl)cccc1Cl,2.1%,-1.9%,-7.0%,-1.5,?,0.4%,0.8%,-19.7%,-5.6%,-2.1%
CCC(NC(=S)NCc1ccc(F)cc1)c1ccccc1 (stereo not given),-2.1%,0.0%,-2.6%,?,-0.4%,35.6%,0.1%,-1.5%,-9.9%,-11.5%
Cc1ccc(NS(=O)(=O)c2cccc(C(=O)O)c2)cc1S(=O)(=O)N1CCOCC1,3.1%,-2.4%,-6.0%,-2.0,11.4%,?,-1.0%,-15.4%,-1.0%,-9.4%
